mIAP activ = mouse IAP activation | muIAP, CDP-Star luminescence, 30 min; active compounds read high; 1 = vehicle-only enzyme signal, 0 = enzyme-free wells | activation factor at 10 µM | actives 0.24% (n = 330,000) | AID 2805;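 active = activation factor of at least 2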; note: the source names both 10 and 20 µM as test concentration; values of inactives mirror those of a sister screen read the other way
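Assay system: mouse IAP enzyme / Compound: DMSO-dissolved test compounds / Timing: 30 min, room temperature / Measured by: luminescence from enzymatic CDP-Star hydrolysis / Control set: DMSO-only wells, enzyme-free buffer wells as negative control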
mIAP block = blocks mouse intestinal alkaline phosphatase. AID 2806. actives 0.2% (n = 330,000). inhibition, % at 10 µM. purified mouse IAP, CDP-Star luminescence, 30 min;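 active = inhibition of at least 40% at 10 µM in the primary screen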;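 note: plate controls were DMSO with enzyme for no effect and no enzyme wells for full effect; values of inactives mirror those of a sister screen read the other way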
A3A deaminase = inhibitors of human APOBEC3A DNA deaminase. recombinant A3A, FAM/TAMRA ssDNA deamination fluorescence. inhibition, % at 20 µM. actives 0.41% (n = 330,000). AID 493011;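 active = at least 40% inhibition at 20 µM here, with at most 30% in a related deaminase screen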;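 note: plate controls were A3A with DMSO for no effect and wells lacking A3A enzyme for full effect; some results filed as inactive read as strong as hits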
ATG4B inhibitor = inhibitors of human ATG4B cysteine protease | ATG4B cleavage of LC3-PLA2, NBD-HPC fluorescence, 1 h | inhibition, % at 8.33 µM | actives 0.51% (n = 340,000) | Q9Y4P1; in the data active = inhibition above about 40%
Target sequence (Q9Y4P1 whole entry, looked up): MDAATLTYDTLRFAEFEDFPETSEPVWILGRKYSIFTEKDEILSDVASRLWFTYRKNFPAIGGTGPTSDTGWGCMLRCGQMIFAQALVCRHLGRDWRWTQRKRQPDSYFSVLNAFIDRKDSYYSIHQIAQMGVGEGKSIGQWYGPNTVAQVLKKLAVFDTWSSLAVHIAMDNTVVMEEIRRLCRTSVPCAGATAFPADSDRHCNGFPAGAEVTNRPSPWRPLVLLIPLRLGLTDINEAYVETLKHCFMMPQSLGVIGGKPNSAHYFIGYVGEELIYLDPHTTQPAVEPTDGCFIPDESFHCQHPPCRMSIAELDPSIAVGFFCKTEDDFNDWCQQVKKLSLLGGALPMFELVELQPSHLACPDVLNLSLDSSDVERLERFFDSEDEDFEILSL
hIAP block = human IAP inhibition | P09923 | purified IAP, CDP-Star luminescence, 30 min | inhibition, % at 10 µM | actives 0.12% (n = 330,000) | AID 2544;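 active = inhibition reaching a set limit with compound at 10 µM in the primary screen, cut at about 35% in these data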;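 note: plate controls were DMSO wells with enzyme for no effect and no-enzyme buffer wells for full effect; values of inactives mirror those of a sister screen read the other way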
Target sequence (P09923 whole entry, looked up): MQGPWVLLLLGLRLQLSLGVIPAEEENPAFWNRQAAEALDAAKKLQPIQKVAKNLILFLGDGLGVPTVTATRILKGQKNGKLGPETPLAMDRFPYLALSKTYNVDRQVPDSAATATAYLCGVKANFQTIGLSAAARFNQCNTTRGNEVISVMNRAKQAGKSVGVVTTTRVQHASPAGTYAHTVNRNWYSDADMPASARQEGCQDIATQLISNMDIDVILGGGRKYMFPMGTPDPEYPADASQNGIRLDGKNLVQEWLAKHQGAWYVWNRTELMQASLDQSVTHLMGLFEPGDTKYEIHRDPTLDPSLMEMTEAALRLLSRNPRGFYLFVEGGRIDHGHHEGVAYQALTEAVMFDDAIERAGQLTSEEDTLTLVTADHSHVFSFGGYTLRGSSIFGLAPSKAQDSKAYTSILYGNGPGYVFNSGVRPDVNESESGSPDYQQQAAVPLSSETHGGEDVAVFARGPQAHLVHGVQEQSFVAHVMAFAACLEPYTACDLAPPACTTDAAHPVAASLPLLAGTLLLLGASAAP
hIAP act = human IAP activation; P09923; purified human IAP, CDP-Star luminescence, 30 min; active compounds read high; 1 = vehicle-only enzyme, 0 = enzyme-free background; activation factor at 10 µM; actives 0.16% (n = 330,000);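 active = activation factor of the enzyme at least 2-fold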; note: the source names both 10 and 20 µM as test concentration; values of inactives mirror those of a sister screen read the other way
HKDC1 inhibitor = blocks human hexokinase HKDC1 activity; Q2TB90; recombinant HKDC1, G6PDH/diaphorase resazurin coupled fluorescence; inhibition, % at 20 µM; actives 0.16% (n = 340,000);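 active = inhibition above about 35% when tested at 20 µM, limit read from the data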;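 note: plate controls were DMSO wells with enzyme for no effect and DMSO wells lacking enzyme for full effect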
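Assay system: in-house recombinant HK5 (HKDC1) enzyme. Input: HKDC1 at 5 µg/mL. Medium: Tris pH 8.0 buffer with MgCl2, Tween-20, BSA, BME. Dosing: single 20 µM dose. Schedule: 90 min reaction incubation at room temperature, dark. Signal: resazurin-to-resorufin fluorescence via G6PDH and diaphorase coupling, 525/613 nm. Controls: DMSO-enzyme wells negative, buffer-substituted wells positive.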
PfG6PD inh = PfG6PD (Plasmodium falciparum) enzyme inhibition; actives 0.78% (n = 350,000); inhibition, % at 20 µM; AID 504690; PfGluPho enzyme, NADPH resazurin-diaphorase fluorescence;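 active = inhibition reaching at least a set limit at 20 µM in the primary screen, cut at about 59% in these data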;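 note: 0% = DMSO wells with substrate and 100% = DMSO wells lacking glucose-6-phosphate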
* marks the source's active call; other numbers are inactive results; nt = no result given.

SMILES	mIAP activ	mIAP block	A3A deaminase	ATG4B inhibitor	hIAP block	hIAP act	HKDC1 inhibitor	PfG6PD inh
Cc1nc2ccc(S(=O)(=O)NCC(=O)NCCN3CCCCC3C)cc2s1 (stereo not given)	0.95	5	-1	-7	-14	1.1	-12	-8
O=C(Nc1ccc(Cl)c([N+](=O)[O-])c1)Nc1nc2ccccc2s1	0.89	11	-1	nt	11	0.89	nt	nt
CCCn1c(=S)[nH]c2cc(Cl)ccc21	1.1	-10	-1	-1	-36	1.4	-1	31
CCNc1nc(NCC)n2c(SCC(=O)Nc3ccccc3F)nnc2n1	0.96	4	0	-6	9	0.91	-4	19
CCn1c2ccccc2c2cc(NC(=O)c3cccc([N+](=O)[O-])c3C)ccc21	0.95	5	0	-1	-1	1	5	11
CCn1ccc(C(=O)Nc2ccc3c(c2)CCC3)n1	1.1	-10	2	3	20	0.8	5	4
COc1ccc(NC(=O)CSc2nnc(CNC(=O)COc3ccc(Cl)cc3)o2)cc1	1	0	-2	-9	6	0.94	-11	2
COc1ccc(CN2C(=O)c3ccccc3C2=O)cc1C(=O)N(C)CC(=O)Nc1ccc(F)cc1	0.98	2	-5	-9	18	0.82	-3	0
COc1ccc(O)c(/C=N/NC(=O)CCC(=O)Nc2cccc(C)c2)c1	0.83	17	-5	-13	-78	1.8	-9	-29
O=C1CC(c2ccccc2)Cc2nc(NC3CC3)ncc21 (stereo not given)	1	-3	-1	-5	-30	1.3	0	-5
O=C(CC(=O)c1ccccc1O)c1cccc(F)c1	1.1	-5	-1	-2	-6	1.1	-4	-15
COC(=O)c1ccc(C)c(NS(=O)(=O)c2ccc(C)c([N+](=O)[O-])c2)c1	0.95	5	-4	-5	11	0.89	-1	-21
O=C(c1ccc(F)cc1)C1CCN(C(=O)c2c(F)cccc2F)CC1	1	0	-2	-2	4	0.96	-5	0
O=C(CCN1C(=O)c2ccccc2C1=O)Nc1nc2ccccc2s1	0.93	7	-5	-5	-7	1.1	-9	1
Cn1c(=O)c(-[n+]2ccccc2)c([O-])c2ccccc21	0.97	3	-2	4	-5	1.1	-2	22
CC(=O)C1C(c2ccc(Br)cc2)C2C(C)=NN=C2CC1(C)O (stereo not given)	0.95	5	1	-8	3	0.97	11	-14
CCc1ccc(NC(=O)CSc2nc3c(c(=O)n(C)c(=O)n3C)n2C)cc1	0.99	1	5	-2	8	0.92	-5	5
FC(F)(F)c1cnc(NNC(=S)Nc2ccc(Cl)cc2)c(Cl)c1	0.98	2	-4	-2	-59	1.6	-12	4
COc1ccc(S(=O)(=O)NCc2cccnc2)cc1NC(=O)c1ccc(Cl)cc1	0.97	3	-1	-6	-8	1.1	-4	-1
O=C(CN(Cc1ccccc1)C(=O)c1csnn1)NCCc1ccccc1	0.96	4	-5	-8	-10	1.1	-5	8
O=S(=O)(c1ccc(Cl)cc1)N1CCCC1c1nc2ccccc2s1 (stereo not given)	0.98	2	1	-1	1	0.99	-4	7
CCn1c(-c2ccccc2O)n[nH]c1=S	0.91	9	-3	7	-26	1.3	-5	14
COC(=O)[C@H]1C[C@H]1[C@@H](NC(=O)c1ccc[nH]1)c1ccccc1	1.1	-9	0	2	-1	1	-2	-22
Cc1oc(C(C)(C)C)cc1C(=O)Nc1ccc(C(=O)O)cc1	1	-1	-1	-2	1	0.99	0	-17
CCCCCCNC(=O)N[C@@H](C(=O)NCCC[C@H]1CN2C(=NC[C@@H]2Cc2ccccc2)N1CCc1cccc(OC)c1)C(C)C	3.3*	-231	10	-16	-11	1.1	5	64*
Cc1ccc(-c2ccc(/C=N/n3cnnc3)o2)cc1Cl	1	0	-3	-17	-6	1.1	-1	14
CN1CCN(NC(=O)c2ccc(F)cc2)CC1	1	-2	-6	7	11	0.89	-8	-1
O=C(Cn1nc(CNc2ccc(Br)cc2)[n+]2c1CCCCC2)c1ccc([N+](=O)[O-])cc1	0.94	6	3	-3	-15	1.2	5	12
COc1ccc(NS(=O)(=O)c2ccc(-c3cnc(C4CC4)o3)cc2)cc1OC	0.97	3	0	-8	18	0.82	-3	-14
CCOc1ccc(N(C)S(=O)(=O)c2ccc3[nH]cc(C(=O)NCC4CCCO4)c(=O)c3c2)cc1 (stereo not given)	0.97	3	0	-14	6	0.94	7	-10
C=CCOc1nc2c(c(=O)n(C)c(=O)n2C)n1C	0.91	9	-3	-6	-9	1.1	-7	3
O=C(Nc1ccc2c(c1)CCC2)Nc1ccccc1F	2*	-102	0	-6	-18	1.2	3	-9
COc1cccc(OC)c1C(=O)N1CCN(c2ccccn2)CC1	0.99	1	-4	-2	-3	1	0	-11
COc1ccccc1CNC(=O)c1cc2c(C)nn(Cc3ccc(F)cc3)c2s1	1.2	-23	20	24	-2	1	0	20
NS(=O)(=O)c1ccc(CCNC(=O)c2ccc(NS(=O)(=O)c3ccc4[nH]c(=O)[nH]c4c3)cc2)cc1	0.85	15	-2	5	0	0.99	1	-36
COc1ccc(OC)c(NC(=O)COC(=O)CNC(=O)c2ccc(OC)c(OC)c2)c1	0.95	5	7	-4	6	0.94	0	5
CCOCCCNC(=O)c1cccc(NC(=O)C2=C(C)OCCS2)c1	0.91	9	-4	-10	-10	1.1	2	3
CC(=O)c1ccc(NC(=O)NCc2ccc(F)cc2)cc1	1.1	-15	-3	27	-4	1	9	-3
CCCCCCCNC(=O)C1(CC2CC(c3ccccc3)=NO2)CCN(C(=O)c2ccccc2)CC1 (stereo not given)	1.6	-63	-5	12	1	0.99	2	22
Cc1ccc(-c2cc(C(=O)N3N=C(C(F)F)CC3(O)C(F)F)c3ccccc3n2)cc1C (stereo not given)	0.95	5	4	16	0	1	-3	23

Three records drawn at random from the list so far:
SMILES	mIAP activ	mIAP block	A3A deaminase	ATG4B inhibitor	hIAP block	hIAP act	HKDC1 inhibitor	PfG6PD inh
COc1ccc(OC)c(NC(=O)COC(=O)CNC(=O)c2ccc(OC)c(OC)c2)c1	0.95	5	7	-4	6	0.94	0	5
CCc1ccc(NC(=O)CSc2nc3c(c(=O)n(C)c(=O)n3C)n2C)cc1	0.99	1	5	-2	8	0.92	-5	5
CCn1ccc(C(=O)Nc2ccc3c(c2)CCC3)n1	1.1	-10	2	3	20	0.8	5	4

Other results follow.
SMILES	mIAP activ	mIAP block	A3A deaminase	ATG4B inhibitor	hIAP block	hIAP act	HKDC1 inhibitor	PfG6PD inh
CCN(CC(=O)Nc1ccc(NC(C)=O)cc1)C(=O)c1ccc(COc2ccccc2)o1	1.1	-8	-1	-6	13	0.87	0	-4
CNC(=O)c1ccsc1NC(=O)c1ccccc1	0.96	4	0	-6	-3	1	1	-7
CN1CCN(c2ccc(NC(=O)Cc3ccccc3)cc2)CC1	0.93	7	0	2	-4	1	-4	-31
COc1ccc(N2CCN(C(=O)C3CCCN(S(=O)(=O)c4cccc5cccnc45)C3)CC2)cc1 (stereo not given)	0.91	9	-4	-13	10	0.9	-5	20
Cc1onc(-c2ccccc2Cl)c1C(=O)NCc1cccs1	1	-2	-2	-1	-2	1	-11	-5
Cn1c(=O)[nH]c(=O)c2c1nc(NC1CCCC1)n2Cc1ccccc1	1.1	-5	-3	-11	22	0.78	-3	-6
Oc1ccccc1-c1n[nH]c(=S)n1Cc1ccco1	0.93	7	-2	3	0	1	-7	34
CCOC(=O)[C@@H]1[C@H]2COc3ccc(Br)cc3[C@H]2N2C(=O)N(c3ccc(Br)cc3)C(=O)[C@]12C	0.75	25	-1	5	-1	1	3	6
Cc1cccc([C@@H]2[C@@H]3C(=O)N(Cc4ccccc4)C(=O)[C@@H]3[C@]3(Cc4ccc(Cl)cc4)C(=O)N(c4ccc(Br)cc4)C(=O)N23)c1	1	0	-2	-8	2	0.98	6	13
O=C(NCC(c1ccc(F)cc1)N1CCOCC1)c1ccc(C(=O)c2ccccc2)cc1 (stereo not given)	1.1	-11	-4	-5	-12	1.1	2	-2
Cc1ccc(C(C)C)c(OCC(=O)NNC(=O)C2CSC3(C)CCC(=O)N23)c1 (stereo not given)	0.97	3	6	-5	-69	1.7	-1	-9
CC(=O)N1CC(C)Sc2ccc(S(=O)(=O)NC3CCCCC3C)cc21 (stereo not given)	0.97	3	-1	-2	-2	1	-4	-1
O=C1C2CC=C(Cl)CC2C(=O)N1CNc1ccccn1 (stereo not given)	1	-4	-1	-5	3	0.97	-1	-4
O=C(Cn1nnc(-c2cccs2)n1)NCc1ccco1	1.1	-6	4	-4	-17	1.2	-13	-7
COc1ccccc1-c1ccc(Nc2cccc(C(F)(F)F)c2)nn1	0.95	5	-13	-13	-15	1.2	-7	-11
Cc1c(NC(C)C)c(=O)n(-c2ccccc2)n1C	1	-4	0	2	-7	1.1	-9	-1
O=C(CSc1nc2[nH]c(=O)cc(O)c2s1)Nc1nccs1	0.78	22	6	-2	-14	1.1	-4	-19
CCc1cc2c(=O)n(-c3ccc(C)cc3)cnc2s1	0.97	3	-3	2	4	0.96	-6	6
CNC(=O)N(C1=NCCCCC1)c1ccc(Br)cc1	1	-1	1	16	-7	1.1	3	-3
CN1CCN(C(=O)CC2(CC(=O)O)CCCC2)CC1	0.97	2	-4	11	5	0.95	8	-11

An excerpt from above in order of molar mass, smallest number first.
SMILES	mIAP activ	mIAP block	A3A deaminase	ATG4B inhibitor	hIAP block	hIAP act	HKDC1 inhibitor	PfG6PD inh
Cc1c(NC(C)C)c(=O)n(-c2ccccc2)n1C	1	-4	0	2	-7	1.1	-9	-1
O=C(c1ccc(F)cc1)C1CCN(C(=O)c2c(F)cccc2F)CC1	1	0	-2	-2	4	0.96	-5	0
O=C(Nc1ccc(Cl)c([N+](=O)[O-])c1)Nc1nc2ccccc2s1	0.89	11	-1	nt	11	0.89	nt	nt
COc1ccc(O)c(/C=N/NC(=O)CCC(=O)Nc2cccc(C)c2)c1	0.83	17	-5	-13	-78	1.8	-9	-29
COc1ccc(NC(=O)CSc2nnc(CNC(=O)COc3ccc(Cl)cc3)o2)cc1	1	0	-2	-9	6	0.94	-11	2

(listing goes on)
SMILES	mIAP activ	mIAP block	A3A deaminase	ATG4B inhibitor	hIAP block	hIAP act	HKDC1 inhibitor	PfG6PD inh
COc1ccc(-c2noc(CNC(=O)c3ccoc3C)n2)cc1OC	0.96	4	-1	-9	0	1	-3	5
COc1ccc(NC(=O)Cc2ccsc2)c(OC)c1	0.93	7	-1	-10	5	0.95	-1	19
O=C(Nc1nc2ccccc2s1)c1ccc([N+](=O)[O-])o1	1	0	-3	2	-2	1	3	18
NC(=O)CC(NC(=O)Cc1ccc(Cl)cc1)c1ccc(NCc2ccccc2)c([N+](=O)[O-])c1 (stereo not given)	0.9	10	0	-9	17	0.83	-1	-1

2 of the compounds above, with values under each structure.
Under each structure: mIAP activ | mIAP block | A3A deaminase | ATG4B inhibitor | hIAP block | hIAP act | HKDC1 inhibitor | PfG6PD inh
- COc1ccc(NC(=O)Cc2ccsc2)c(OC)c1
 : 0.93 | 7 | -1 | -10 | 5 | 0.95 | -1 | 19
- O=C(Nc1nc2ccccc2s1)c1ccc([N+](=O)[O-])o1
 : 1 | 0 | -3 | 2 | -2 | 1 | 3 | 18

Assay outcomes deposited in PubChem BioAssay by Sanford-Burnham Center for Chemical Genomics.
